Bioassay records from PubChem BioAssay.
Tb PGK inh: qHTS Assay to Find Inhibitors of Phosphoglycerate Kinase; AID 602233, 2012; Phosphoglycerate kinase, glycosomal (Trypanosoma brucei brucei), P07378; Potency, µM (top dose mostly 57.5 µM), for inactives: top-dose activity change, negative = inhibition, hits mostly inhibitors; PGK/GAPDH coupled, Kinase-Glo luminescence, 60 min; hit rate 0.043% among 380,000; further: potency means the concentration at half of the fitted maximal effect; on the % scale 0 is the no-effect control and ±100 the full control effect; nearly all actives have a fitted effect of over 60% in size
Target sequence (P07378 whole entry, looked up): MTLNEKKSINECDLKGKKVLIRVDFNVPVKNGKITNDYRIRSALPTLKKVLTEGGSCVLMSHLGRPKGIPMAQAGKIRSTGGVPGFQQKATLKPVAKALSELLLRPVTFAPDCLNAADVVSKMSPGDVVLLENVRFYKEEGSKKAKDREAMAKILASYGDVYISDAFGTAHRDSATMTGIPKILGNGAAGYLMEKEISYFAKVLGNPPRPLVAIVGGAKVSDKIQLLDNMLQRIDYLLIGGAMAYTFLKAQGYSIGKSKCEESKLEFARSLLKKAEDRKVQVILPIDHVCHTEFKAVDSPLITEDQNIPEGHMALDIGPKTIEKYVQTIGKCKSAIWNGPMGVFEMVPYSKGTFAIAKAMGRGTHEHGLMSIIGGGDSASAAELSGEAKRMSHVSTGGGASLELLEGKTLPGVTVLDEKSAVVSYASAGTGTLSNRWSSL
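Luminescent ATP detection (Kinase-Glo Plus) follows a 60-minute room-temperature incubation, with wells lacking PGK as controls. Buffer: 100 mM TEA (pH 7.6), 5 mM MgCl2, 0.01% Tween-20. Coupling enzyme GAPDH (100 nM final) supplies unstable 1,3-BPG in-well.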
PI4K2A block: qHTS for small molecular inhibitors of PI4K2A; purified PI4K2A, ADP-Glo luminescence, 1 h; hits give low values; activity change, negative = inhibition, % at 76.9 µM; hit rate 0.13% among 420,000; AID 1346378, 2018; in the data active means activity change below about -50%; inconclusive means mostly about -30% to -49%;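 further: -100% = wells without enzyme as full effect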
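In this quantitative HTS, ADP production by PI4K2A was quantified luminescently after 1 h at ambient temperature; 100 microM adenosine served as plate-quality control.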
IDH1 R132H inh: qHTS for Inhibitors of mutant isocitrate dehydrogenase 1 (IDH1): qHTS. Isocitrate dehydrogenase [NADP] cytoplasmic (Homo sapiens), O75874. IDH1-R132H enzyme, NADPH consumption, diaphorase/resazurin fluorescence. Potency, µM (top dose mostly 76.6 µM), for inactives: at the highest dose activity change, negative = inhibition, hits mostly inhibitors. hit rate 0.093% among 390,000; further: potency means the concentration at half of the fitted maximal effect; on the % scale 0 is the no-effect control and ±100 the full control effect; nearly all actives have a fitted effect of over 65% in size
Target sequence (O75874 whole entry R132H, stated change not applied): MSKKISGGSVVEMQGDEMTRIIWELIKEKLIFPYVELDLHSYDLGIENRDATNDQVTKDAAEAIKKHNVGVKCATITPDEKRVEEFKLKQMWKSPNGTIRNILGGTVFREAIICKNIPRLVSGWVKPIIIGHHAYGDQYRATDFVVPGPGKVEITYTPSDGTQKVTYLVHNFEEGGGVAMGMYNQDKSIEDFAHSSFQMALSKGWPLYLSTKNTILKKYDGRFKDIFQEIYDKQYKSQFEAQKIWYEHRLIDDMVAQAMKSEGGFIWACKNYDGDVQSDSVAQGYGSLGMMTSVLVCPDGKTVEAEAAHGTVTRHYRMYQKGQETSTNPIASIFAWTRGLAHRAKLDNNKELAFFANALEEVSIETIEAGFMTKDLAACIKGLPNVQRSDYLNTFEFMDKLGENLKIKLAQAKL
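IDH1-R132H (0.5 ug/mL dispensed) in pH 7.5 Tris buffer was preincubated 30 min with compound, then given a substrate mix of 0.016 mM NADPH and 2 mM alpha-KG for 80 min at room temperature; remaining NADPH was read by diaphorase/resazurin fluorescence.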
TrxR1 substrate: qHTS Assay for Substrates of Mammalian Selenoprotein Thioredoxin Reductase 1 (TrxR1): qHTS; Thioredoxin reductase 1, cytoplasmic (Rattus norvegicus), O89049; Potency, µM (highest dose often 114 µM), for the others: top-dose activity change, negative = substrate turnover; AID 588456, 2011; hit rate 0.01% among 390,000; purified TrxR1 substrate turnover, NADPH consumption readout; further: potency means the concentration at half of the fitted maximal effect; on the % scale 0 is the no-effect control and ±100 the full control effect; nearly all actives have a fitted effect of over 50% in size
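Rat TrxR1, dispensed at 90 nM, was prereduced with 400 uM NADPH (final) for 5 min at ~22 deg C, then incubated with compound 15 min before 400 uM selenite. A first-read NADPH fluorescence drop versus no-compound background flagged substrates.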
Pin1 inh: qHTS Assay to Find Inhibitors of Pin1; Peptidyl-prolyl cis-trans isomerase NIMA-interacting 1 (Homo sapiens), Q13526; Pin1 FP peptide displacement, HiFluor488, 10 min; Potency, µM (titrated, usually from 115 µM), inactives show top-dose activity, negative = inhibition, hits mostly inhibitors; hit rate 0.009% among 390,000; AID 504891, 2011; active means well fitted inhibition curve with a large enough effect in the polarisation, with a control signal flat, not every such curve was filed as active; inconclusive means small, poorly fitted or top-dose-only effect, or effect the other way, or a change in a side signal; inactive means no such curve, though single readings can be large or run the other way; the % refers to the polarisation; further: potency means the concentration at half of the fitted maximal effect; on the % scale 0 is the no-effect control and ±100 the full control effect
Target sequence (Q13526 whole entry, looked up): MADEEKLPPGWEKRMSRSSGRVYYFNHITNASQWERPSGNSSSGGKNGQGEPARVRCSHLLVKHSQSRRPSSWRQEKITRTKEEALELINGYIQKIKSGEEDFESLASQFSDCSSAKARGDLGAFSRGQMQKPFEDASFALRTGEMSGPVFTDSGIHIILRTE
USP1-UAF1 inh: Inhibitors of USP1/UAF1: Primary Screen; recombinant USP1/UAF1, Ub-Rhodamine cleavage fluorescence; Potency, µM (top dose mostly 57.1 µM), inactives show at the highest dose activity change, negative = inhibition, actives largely listed as inhibitors; hit rate 0.23% among 390,000; further: potency means the concentration at half of the fitted maximal effect; on the % scale 0 is the no-effect control and ±100 the full control effect; nearly all actives have a fitted effect of over 60% in size; inactives centre near -12
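1 nM enzyme complex + cpd, 15 min RT; start with Ub-Rho 150nM final; kinetic fluorescence ex 480/em 540, 6 reads q60 s. Buffer 50mM HEPES pH 7.8, 0.5mM EDTA, 0.1 mg/ml BSA, 1mM TCEP, 0.01% Tween-20.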
rTrxR1 inhibitor: qHTS Assay for Inhibitors of Mammalian Selenoprotein Thioredoxin Reductase 1 (TrxR1): qHTS; Thioredoxin reductase 1, cytoplasmic (Rattus norvegicus), O89049; recombinant rTrxR1, NADPH fluorescence consumption, selenite substrate; Potency, µM (titrated, usually from 114 µM), without a hit: top-dose activity change, negative = inhibition, usual class: inhibitors; hit rate 1% among 390,000; further: potency means the concentration at half of the fitted maximal effect; on the % scale 0 is the no-effect control and ±100 the full control effect; nearly all actives have a fitted effect of over 65% in size
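Rat TrxR1 (90 nM in the dispensed reagent) was pre-reduced with 400 uM NADPH for 5 min at room temperature, then incubated with compound for 15 min. After 400 uM selenite was added, NADPH fluorescence (Ex 340/Em 450 nm) was followed for 8 min.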
HP1b chromo inh: HTS for Inhibitors of HP1-beta Chromodomain Interactions with Methylated Histone Tails; Chromobox protein homolog 1 (Homo sapiens), P83916; AlphaScreen HP1-beta / biotin-H3K9me3 peptide binding; Potency, µM (series often up to 114 µM), for the others: at the highest dose activity change, negative = inhibition, actives largely listed as inhibitors; hit rate 0.56% among 390,000; AID 540317, 2011; further: potency means the concentration at half of the fitted maximal effect; nearly all actives have a fitted effect of over 70% in size; inactives centre near 23
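HP1-beta protein (50 nM final) preincubated 30 min at room temperature with biotinylated H3(1-18)K9me3 peptide (50 nM) in PBS pH 7.4, 0.01% Tween-20, then compound added for 30 min. AlphaScreen streptavidin donor/nickel chelate acceptor beads (10 ug/mL final), 30 min dark, luminescence read.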
GLS inh: qHTS for Inhibitors of Glutaminase (GLS) | AID 624170, 2012 | Glutaminase kidney isoform, mitochondrial (Homo sapiens), O94925 | Potency, µM (highest dose often 45.5 µM), for inactives: top-dose activity change, negative = inhibition, hits mostly inhibitors | hit rate 0.21% among 410,000 | GLS enzymatic activity, qHTS titration; further: potency means the concentration at half of the fitted maximal effect; on the % scale 0 is the no-effect control and ±100 the full control effect
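Human kidney-isoform GLS in 45 mM KH2PO4 pH 8.2, 0.02% Tween-20, with compound, started with 1mM L-Glutamine (added stock). Glutamate oxidase/HRP/Amplex red coupled fluorescence read at start and after 30 min at RT.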
Starred values were filed as active, the others as inactive; i = inactive; ? = inconclusive; . = no result given; [ ] = dose if it differs, or a comment. Unless noted, the call rests on the fitted dose curve; in most records, active means well fitted curve in the direction sought with a large enough effect; inconclusive means small, poorly fitted or top-dose-only effect, or another doubt; inactive means no such curve, though single readings can be large; an effect the other way counts as inactive or inconclusive. A portion of the library, so the mix of outcomes need not match the whole.

SMILES	Tb PGK inh	PI4K2A block	IDH1 R132H inh	TrxR1 substrate	Pin1 inh	USP1-UAF1 inh	rTrxR1 inhibitor	HP1b chromo inh	GLS inh
CCOc1cc(C(c2c(C)[nH][nH]c2=O)c2c(C)[nH][nH]c2=O)ccc1OS(=O)(=O)c1ccccc1	-8%	-4	2%	-2%	-8%	-24%	-1%	14%	26%
COc1ccc(NC(=O)c2nn(C)cc2[N+](=O)[O-])cc1	-2%	0	0%	0%	-6%	-2%	16%	36%	3%
O=[N+]([O-])c1ccccc1S(=O)(=O)NCCc1ccncc1	-7%	2	3%	10%[57.1 µM]	-2%	-14%	17%[57.1 µM]	22%	3%
COc1ccc(OC)c(C(=O)NC(CC(N)=O)c2ccc(NC(C)C)c([N+](=O)[O-])c2)c1 (centres undefined)	-8%	5	2%	6%	-1%	0%	8%[57.1 µM]	13%	-9%
CC(=O)Nc1ccc(S(=O)(=O)NCc2nc(-c3ccc(C)cc3)no2)cc1	5%	0	-1%	3%	-5%	-22%	23%	39%	2%
Cc1onc(-c2ccccc2)c1C(=O)Nc1cccc(S(=O)(=O)NC2=NCCC2)c1	4%	-2	-10%	-8%	7%	2%	-1%	28%	5%
COC(=O)CN1C(c2ccc(Cl)cc2)=Nc2ccc(Cl)cc2C1c1ccccc1 (centres undefined)	0%	1	4%	5%[57.1 µM]	5%	-22%	3%	20%	2%
CCOC(CNc1ncnc2sc(-c3ccccc3)cc12)OCC	-1%	0	0%	14%	8%	-15%	-7%	64%[activator]	-2%
O=C(O)c1ccc(CNC(=O)c2ccc(S(=O)(=O)N3CCCCC3)cc2)cc1	i	-8	8%	8%	0%	-26%	22%	33%	-6%
Cc1cc(=O)n2[nH]c(-c3ccc(F)cc3)nc2n1	0%	-5	5%	2%	-3%	-13%	-5%	31%[activator]	12%
COc1nccnc1NS(=O)(=O)c1ccc(NCc2cc(Br)ccc2O)cc1	-11%	-3	-2%	5%[0.457 µM]	?	-4%	8%	?	0%
Cc1ccc(NC(=O)CCC(C(=O)O)N2C(=O)c3ccccc3C2=O)cc1 (centres undefined)	-9%	-3	3%	15%	-2%	-4%	30%[activator]	32%	-2%
O=C(O)c1cc(O)c2c(c1)[C@@H]([C@H]1c3cc(C(=O)O)cc(O)c3C(=O)c3c(O[C@@H]4O[C@H](CO)[C@@H](O)[C@H](O)[C@H]4O)cccc31)c1cccc(OC3O[C@H](CO)[C@@H](O)[C@H](O)[C@H]3O)c1C2=O (some centres undefined)	?	-26	9%	-3%	.	5.6µM*	5%	-76%	?
C[C@@H]1CN(Cc2nc(-c3ccc(Cl)cc3)no2)C[C@H](C)O1	8%	4	-4%	2%	3%	-5%	11%	46%[activator]	8%
O=C(CN1CCOCC1)Nc1nc(-c2ccccc2)cs1	-1%	-1	-9%	2%	0%	-2%	2%	23%	-1%
CC(C)Oc1ccc(CN2CCC(n3nccc3NC(=O)c3cccnc3)CC2)cc1	-2%	9	-7%	0%[57.1 µM]	-2%	-5%	18%[57.1 µM]	21%	-2%
C=CCNC(=O)COc1ccc(S(=O)(=O)Nc2ccc(OCC)cc2)cc1	0%	-5	0%	-6%	9%	-12%	-7%	19%	-1%
N#CCCn1cc(/C=N/NC(=O)c2ccncc2)c(-c2ccc(F)cc2)n1	i	-5	3%	-1%	-2%	-26%	8%	14%	8%
COC(=O)C1=NNC2(c3ccc(Cl)cc3)C(=O)N(c3ccc(Cl)cc3)C(=O)C12 (centres undefined)	i	1	-2%	-4%	-2%	-6%	8%	8%	-9%
CSc1nc2nc3c(c(=O)n2[nH]1)CN(Cc1ccccc1)CC3	-1%	1	-7%	-2%	-1%	-5%	2%	8%	12%
O=C(Nc1ccccc1)c1ccc(NCc2cccnc2)c(S(=O)(=O)N2CCOCC2)c1	i	-5	-4%	-10%	3%	-4%	-10%	26%	0%
O=C(C[C@H]1C/C=C\CC[C@H](Cc2ccc(F)cc2)C(=O)O[C@@H](c2ccccc2)CNC1=O)N[C@H](CO)Cc1ccccc1	-1%	1	-7%	10%[57.1 µM]	-1%	8%	6%	20%	7%
COc1ccc(CNC(=O)[C@H](C)NC(=O)N2CCn3c2nc2ccccc23)cc1	0%	-1	-2%	4%	34%[activator]	-19%	10%	45%[activator]	2%
CC(=O)N(CCC(Cc1ccccc1)c1ccc2c(c1)OCO2)Cc1ccccc1F (centres undefined)	-2%	10	?	-17%	-1%	-1%	-10%	41%	14%
COC(=O)c1c(-c2cccs2)csc1NC(=O)CN1CCOCC1	-4%	-3	3%	-7%	0%	-27%	-5%	23%	-2%

The last 3 entries of the part before are carried over, then new ones follow:
SMILES	Tb PGK inh	PI4K2A block	IDH1 R132H inh	TrxR1 substrate	Pin1 inh	USP1-UAF1 inh	rTrxR1 inhibitor	HP1b chromo inh	GLS inh
COc1ccc(CNC(=O)[C@H](C)NC(=O)N2CCn3c2nc2ccccc23)cc1	0%	-1	-2%	4%	34%[activator]	-19%	10%	45%[activator]	2%
CC(=O)N(CCC(Cc1ccccc1)c1ccc2c(c1)OCO2)Cc1ccccc1F (centres undefined)	-2%	10	?	-17%	-1%	-1%	-10%	41%	14%
COC(=O)c1c(-c2cccs2)csc1NC(=O)CN1CCOCC1	-4%	-3	3%	-7%	0%	-27%	-5%	23%	-2%
CCOC(=O)CSCc1csc(CC(=O)Nc2ccccc2C)n1	0%	1	2%	3%	8%	0%	8%	40%[activator]	2%
C[C@@H](N)C(=O)NC[C@H]1O[C@@H](n2cnc3c(N)ncnc32)[C@H](O)[C@@H]1O	-6%	-23	-16%	-1%	-5%	-27%	10%	27%	-4%
O[C@H]1CN(Cc2cccs2)[C@@H](c2ccc(Cl)cc2)C[C@@H]1n1cc(C2CC2)nn1	4%	-7	-4%	.	.	-7%	.	.	17%
Cc1[nH]c2c(C)cccc2c1CCNC(=O)c1cc2ccccc2oc1=O	-5%	8	3%	-4%	4%	-30%	4%	20%	5%
Cn1c(=O)[nH]c(=O)c2c1nc(Br)n2CCOc1ccccc1	-4%	7	0%	-2%	1%	-8%	13%	15%	-28%
O=C(NCc1ccccc1)c1ccc(N2C(=O)C3CCCCC3C2=O)cc1 (centres undefined)	5%	-4	2%	-2%	-4%	7%	1%	25%	-2%
COc1ccc(S(=O)(=O)c2cn(Cc3ccccc3)c3cc(F)c(F)cc3c2=O)cc1	-6%	1	2%	3%	1%	-19%	19%	38%	2%
O=[N+]([O-])c1cccc(C(=S)N2CCN(c3ccccc3F)CC2)c1	-2%	0	1%	8%[57.1 µM]	2%	-7%	17%[11.4 µM]	?	-3%
COc1cccc(NC(=O)CSc2ncnc3c2cnn3Cc2ccccc2)c1	2%	1	9%	0%	?	-20%	-1%	26%	-2%
COC(=O)c1c(NC(=O)C2CC2)sc2c1CCN(C(C)=O)C2	2%	-1	2%	5%	28%	?	2%	39%[activator]	-1%
Cc1cccc(C(CC(=O)O)NC(=O)C(F)(F)F)c1 (centres undefined)	i	1	2%	8%[57.1 µM]	18%	-10%	16%[57.1 µM]	22%	12%
O=C(O)c1cc(=O)[nH]c2ccccc12	-6%	3	-5%	7%	-3%	-8%	-15%	25%	-1%
CCOC(=O)c1c(C)[nH]c(C(=O)CN(C)CC(=O)Nc2ccccc2Cl)c1C	-6%	0	6%	-8%	0%	-21%	0%	3%	-2%
Cc1ccc(C)c(NC(=O)C2CCCN(c3nc4ccccc4s3)C2)c1 (centres undefined)	-6%	0	-7%	5%	-10%	-9%	14%	20%	2%
Cc1c(NC(=O)c2ccc(OC(C)C)cc2)cccc1-c1nc2ncccc2o1	-3%	-4	-15%	7%	20%	-3%	12%	24%	-1%
CC(=O)N(c1nc(CCl)cs1)c1cccc(C)c1C	0%	11	2%	-7%	-2%	-18%	-21%	34%	4%
O=C(NCCc1nc2ccccc2n1Cc1ccccc1F)c1ccc(F)cc1	5%	9	-6%	1%	25%	-23%	4%	27%	6%
CCOC(=O)N1CCN(C(=O)COC(=O)c2ccccc2NCCO)CC1	1%	0	-1%	315%[activator]	2%	-6%	-10%	7%	7%
CCCCCCn1c(CN2CCN(CCO)CC2)nc2c1c(=O)n(C)c(=O)n2C	-1%	-1	12%	6%[57.1 µM]	-1%	-17%	13%[57.1 µM]	33%	-4%
